Bioassay records as filed in PubChem.
S1P4 antag – blocks the human S1P4 receptor; O95977; S1P4-expressing cells, antagonist mode, reporter read-out; inhibition, % at 4.98 µM; 0.26% of 220,000 active; in the data active means inhibition above about 29%;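 further: 0% = wells stimulated with agonist and 100% = vehicle wells without agonist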
Target sequence (O95977 whole entry, looked up): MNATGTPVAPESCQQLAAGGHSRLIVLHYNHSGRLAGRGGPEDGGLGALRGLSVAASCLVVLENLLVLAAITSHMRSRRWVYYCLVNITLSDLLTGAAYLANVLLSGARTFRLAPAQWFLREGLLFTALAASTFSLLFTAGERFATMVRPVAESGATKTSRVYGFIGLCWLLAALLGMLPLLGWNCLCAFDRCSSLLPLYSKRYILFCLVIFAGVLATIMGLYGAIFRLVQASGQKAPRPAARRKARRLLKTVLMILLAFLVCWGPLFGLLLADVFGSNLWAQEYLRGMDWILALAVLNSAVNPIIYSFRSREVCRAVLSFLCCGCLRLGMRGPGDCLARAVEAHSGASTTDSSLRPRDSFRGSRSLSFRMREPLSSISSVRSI
EP2 mod – EP2 receptor (human) modulation. P43116. EP2-expressing cells, cAMP HTRF FRET, PGE2 co-stimulation. induction, % at 25 µM. 0.83% of 260,000 active. AID 940;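 active means compounds whose cAMP rise, as percent of the full-agonist control response, exceeds 60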;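 further: rat C6 glioma line stably carrying human EP2 under a CMV promoter; the protocol text gives 20 µM as final concentration; 100% = response of wells given 1 µM PGE2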
Target sequence (P43116 whole entry, looked up): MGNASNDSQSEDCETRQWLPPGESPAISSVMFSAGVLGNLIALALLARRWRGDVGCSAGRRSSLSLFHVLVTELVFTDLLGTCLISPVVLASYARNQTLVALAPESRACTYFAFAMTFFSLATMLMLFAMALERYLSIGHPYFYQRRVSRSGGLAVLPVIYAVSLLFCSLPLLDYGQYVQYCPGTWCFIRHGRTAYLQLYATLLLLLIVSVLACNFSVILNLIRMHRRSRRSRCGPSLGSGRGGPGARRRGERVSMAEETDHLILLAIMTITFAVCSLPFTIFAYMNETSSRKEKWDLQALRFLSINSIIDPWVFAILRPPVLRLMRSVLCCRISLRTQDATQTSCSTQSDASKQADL
S1P4 ag – human S1P4 receptor agonism | O95977 | S1P4-expressing cell line, agonist reporter assay | activation, % at 4.98 µM | 0.35% of 220,000 active | AID 1509; in the data active means activation above about 11%;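 further: 0% = DMSO vehicle and 100% = reference agonist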
NPY-Y1 PAM-ag – potentiates or activates human NPY-Y1 receptor; P25929; NPY-Y1 expressing cells, potentiator/agonist activation; activation, % at 3.6 µM; 0.37% of 220,000 active; AID 1304; in the data active means activation above about 33%, passing the limit was not always enough;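 further: cells stimulated with NPY at EC10 then isoproterenol at EC100; 0% = low agonist plus stimulus and 100% = saturating agonist plus stimulus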
Target sequence (P25929 whole entry, looked up): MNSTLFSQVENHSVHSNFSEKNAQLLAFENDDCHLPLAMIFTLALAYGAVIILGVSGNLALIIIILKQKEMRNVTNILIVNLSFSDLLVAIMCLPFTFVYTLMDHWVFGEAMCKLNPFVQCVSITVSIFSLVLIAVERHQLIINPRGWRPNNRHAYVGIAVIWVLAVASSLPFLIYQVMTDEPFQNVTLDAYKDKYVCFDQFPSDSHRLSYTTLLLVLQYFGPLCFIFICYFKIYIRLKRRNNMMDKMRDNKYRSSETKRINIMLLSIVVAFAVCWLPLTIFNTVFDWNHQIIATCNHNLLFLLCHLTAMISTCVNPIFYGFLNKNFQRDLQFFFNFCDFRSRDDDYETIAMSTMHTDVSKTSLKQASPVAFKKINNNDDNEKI
NPY-Y2 PAM-ag – potentiates or activates human NPY-Y2 receptor | cells expressing NPY-Y2, potentiator/agonist read-out | P49146 | activation, % at 3.6 µM | AID 1359 | 0.45% of 220,000 active; in the data active means activation above about 27%;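 further: cells stimulated with NPY near EC25 plus isoproterenol at EC100; 0% = vehicle plus submaximal agonist and 100% = vehicle plus saturating agonist; some results beyond the cut were filed as inactive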
eIF4E-4G inh – inhibitors of eIF4E and eIF4G interaction in translation initiation; P63073+Q04637; TR-FRET eIF4E-eIF4GI(517-606) binding, 2 h; inhibition, % at 21.7 µM; 0.37% of 220,000 active; AID 782;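 active means inhibition above about 30%, limit read from the data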;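 further: 0% = full FRET control wells and 100% = background wells lacking eIF4GI fragment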
p97 inhibitor – inhibitors of human p97 ATPase; P55072; recombinant p97 ATPase, Kinase-Glo ATP luminescence, 3 h; inhibition, % at 8 µM; 0.42% of 220,000 active; AID 1481; in the data active means inhibition above about 15%;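 further: 0% = DMSO vehicle and 100% = wells lacking enzyme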
NPY-Y1 antag – blocks the human neuropeptide Y Y1 receptor; P25929; HEK293-CNG Y1 cells, membrane potential fluorescence; NPY at EC95, then isoproterenol; inhibition, % at 3.6 µM; 1% of 200,000 active;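 active means inhibition above the campaign mean inhibition of all tested compounds plus 3 SD, cut at about 20% in these data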;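 further: 0% = DMSO wells given NPY plus isoproterenol and 100% = isoproterenol alone without NPY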
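Material: Y1- and CNG-channel-expressing HEK293 cells / Probe or stimulus: NPY 25 nM then isoproterenol 1 µM plus Ro 20-1724 25 µM / Doses: 3.6 µM single dose, DMSO 0.4% / Schedule: compound incubation 1 h at room temperature, readout 45 min post-stimulation / Signal: membrane potential fluorescence / Benchmarks: isoproterenol-only wells as full block versus NPY-plus-isoproterenol wells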
PGE2 EP2 inh – blocks the human prostaglandin E2 receptor EP2; P43116; C6 glioma cells expressing human EP2, cAMP TR-FRET; cells stimulated with saturating PGE2; inhibition, % at 25 µM; 0.52% of 260,000 active;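 active means percent inhibition above 40 after rounding to a whole number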;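 further: rat C6 glioma host cells with rolipram phosphodiesterase inhibitor present; the protocol text gives 20 µM as final concentration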
* marks the source's active call; other numbers are inactive results; . = no result given; & = joins results of further samples; [ ] = another dose, or the depositor's remark.

SMILES	S1P4 antag	EP2 mod	S1P4 ag	NPY-Y1 PAM-ag	NPY-Y2 PAM-ag	eIF4E-4G inh	p97 inhibitor	NPY-Y1 antag	PGE2 EP2 inh
O=C1CC(N2CCN(S(=O)(=O)c3cccc(C(F)(F)F)c3)CC2)C(=O)N1Cc1ccccc1 (stereo unspecified)	2	-17	0.8	-7	4	1	-5	-5	15
COC(=O)CN(c1ccc(F)cc1)S(=O)(=O)c1ccc2c(c1)OCCO2	-5	-4	1.1	0	-11	7	-2	5	7
CCOCCCNC(=O)C(NC(=O)c1ccc2c(c1)OCO2)c1ccccc1 (stereo unspecified)	-12	-10	-0.8	15	-22	3	2	7	9
N#Cc1ccc(-c2ccc(F)cc2)nc1SCC(=O)Nc1sc2c(c1C#N)CCC2	3	19	1.3	10	-20	-14	3	1	20
NC(N)=NS(=O)(=O)c1ccc(N=C2C(=O)Nc3ccccc32)cc1	-22	-1	0.8	0	7	3	3	.	14
CN1CCN(C(=S)Nc2ccc(S(N)(=O)=O)cc2)CC1	-10	2	-1.6	18	-7	-4	2	2	4
COc1ccc(Nc2c3c(c(C#N)c4nc5ccccc5n24)CCC3)cc1	6	9	-1.5	27	3	-7	-1	2	20
COc1cccc(C(=O)C2CCCN(C(=O)c3ccc(C#CC(C)(C)O)cc3)C2)c1 (stereo unspecified)	7	-42	-0.8	-9	-2	-1	-6	-2	13
O=C(N/N=C/c1cnc(N2CCOCC2)s1)c1ccccc1	-25	-24	0.4	21	-10	-1	3	2	8
Cc1ccc(Nc2nc(-c3ccncc3)cs2)cc1	-9	-16	0.2	31	36*	2	-1	-15	4
Cc1ccc(C2C(C#N)=C(N)Oc3cc(C)oc(=O)c32)o1 (stereo unspecified)	-12	19	-1.2	8	-7	0	2	-3	15
COc1ccc(C2SC[C@@H](C(=O)O)N2C(C)=O)cc1 (stereo partly specified)	-26	21	-0.2	-6	0	-2	2	-1	8
CC1CCC(C(C)C)C(OC(=O)Cn2nnc3c(cnn3-c3ccccc3)c2=O)C1 (stereo unspecified)	-16	6	0.0	-25	-1	-9	-5	.	4
O=C(NCc1ccco1)c1cc(=O)c2ccccc2o1	-21	-8	0.2	10	4	-5	4	1	6
COc1ccc(C(C[N+](=O)[O-])C2(c3ccc(OC)c(OC)c3)C(=O)c3ccccc3C2=O)cc1 (stereo unspecified)	12	11	0.1	-2	-9	1	1	7	13
O=C(Nc1cccc([N+](=O)[O-])c1)c1ccccc1	-4	-26	-1.0	5	-6	1	7	.	14
NS(=O)(=O)c1ccc(NC(=S)N2CCN(c3ccccc3)CC2)cc1	-8	4	0.7	-2	2	-14	-4	-4	5
O=C(O)CCc1nn2c3ccccc3n(CC(=O)c3cccs3)c2nc1=O	-18	28	-0.2	-8	-3	-1	2	7	10
Cc1[nH]c2ccccc2c1C(=O)C(=O)NCCc1ccc(S(N)(=O)=O)cc1	-71	-38	0.2	-1	3	2[fluorescence artefact?]	5	4	5
COc1ccc(CNC2CCCc3ccccc32)cc1OC (stereo unspecified)	-12	-15	-1.3	-21	-1	2	2	2	5
C=CCNc1nc(N)c(C(=C(C#N)C#N)c2ccc(Br)cc2)s1	9	-65	-0.9	-31	-3	5[fluorescence artefact?]	2	-3	16
COc1ccc(C(=O)c2ccccc2)cc1Br	2	25	-1.4	24	5	-7	-7	7	3
O=S(=O)(Cc1ccccc1)c1ccccc1-c1nnc(-c2ccccc2)o1	5	42	-1.2	-33	2	-2	-1	-4	11
CCCCN(C)CCCNC(=O)/C=C1\Sc2ccccc2NC1=O	-14	-14	2.5	4	5	-2	6	-1	13
Cn1c(N)c(N=O)c(=O)n(C)c1=O	7	0	0.4	10	6	-1	7	.	7

Copied from the list:
S1P4 ag with COc1cccc(C(=O)C2CCCN(C(=O)c3ccc(C#CC(C)(C)O)cc3)C2)c1 (stereo unspecified) reads -0.8
PGE2 EP2 inh with O=C(Nc1cccc([N+](=O)[O-])c1)c1ccccc1 reads 14

(listing goes on)
SMILES	S1P4 antag	EP2 mod	S1P4 ag	NPY-Y1 PAM-ag	NPY-Y2 PAM-ag	eIF4E-4G inh	p97 inhibitor	NPY-Y1 antag	PGE2 EP2 inh
CC(NC(=O)c1cccs1)c1n[nH]c(=S)n1C (stereo unspecified)	-1	29	0.0	2	1	-2	3	4	9
Cc1ccc(N2CC(C(=O)NC3=NCCS3)CC2=O)cc1 (stereo unspecified)	-3	0	-1.7	-4	0	-4[fluorescence artefact?]	1	0	12
O=C(O)c1cccc(S(=O)(=O)Nc2ccc3c(c2)OCO3)c1	-9	18	-0.8	1	-5	5	7	2	7
CCCCn1c2nc3ccccc3nc2c2c(=O)n(C(C)CC)cnc21 (stereo unspecified)	-15	-47	0.2	0	3	1	1	1	8
CCOc1cc(-c2conc2N)cc(OCC)c1OCC	-4	19	1.6	-16	12	0[fluorescence artefact?]	-3	6	12
Cc1ccc2oc(C(=O)NCc3ccc4c(c3)OCO4)c(C)c2c1	-8	-22	-1.7	-20	-20	-9	-1	3	7
CCc1c(C)sc(NC(=S)N2CCN(S(C)(=O)=O)CC2)c1C(=O)OC	3	14	2.2	-30	-12	3	-8	.	5
COc1ccc(Oc2ncccc2[N+](=O)[O-])cc1	2	-9	-0.1	-10	-14	1	-4	.	7
N#Cc1ccc(CSc2nnc(-c3cccs3)n2-c2ccccc2)cc1	-6	12	0.9	-30	-32	5	-10	4	4
CCc1nnc(NS(=O)(=O)c2ccc(NC(=O)c3ccco3)cc2)s1	-1	-3	0.1	-1	9	1	0	-1	9
Cc1nc(NCc2ccccc2)c(C(N)=O)c2c1COC(C)(C)C2	5	-2	-0.1	4	7	.	5	4	9
CCOCCn1c(N(C)Cc2ccccc2)nc2c1c(=O)[nH]c(=O)n2C	-22	6&14	1.8	-10	0	7	-1	-2	7&14
COc1cccc(C(=O)Nc2c3c(nn2-c2ccccc2C)CS(=O)C3)c1OC (stereo unspecified)	5	4	-2.4	25	12	-1	4	1	.
O=C(Oc1cccc(Nc2ncnc3ccccc23)c1)c1ccccc1Cl	-18	-18	-0.2	19	29	6	16*	2	18
N#Cc1cc2c(nc1S(=O)(=O)Cc1ccccc1)CCCC2	-9	-62	0.6	-10	-1	-3	0	6	8
O=C(NCCc1ccccn1)c1cc(-c2cccc3ccccc23)nc2ccccc12	-2	-14	-0.6	7	-6	2	3	13	12
CCOC(=O)c1ccc(N2C(=O)c3n[nH]c(C)c3C2c2ccco2)cc1 (stereo unspecified)	-11	-14	0.2	3	-2	1	0	0	16
Cn1c(=O)c(=O)n(C)c2cc(S(=O)(=O)N3CCCC3C(=O)NCc3cccs3)ccc21 (stereo unspecified)	1	29	-0.5	15	-8	-2	4	.	6
Cc1nn(C(C)C(=O)NNC(=S)Nc2ccc(Cl)cc2)c(C)c1[N+](=O)[O-] (stereo unspecified)	-11	-7	-2.7	-11	-4	2	-3	4	5
C/C(=N\N1CCN(c2ccccc2)CC1)c1ccncc1	-4	18	0.7	-2	-6	-5	0	5	4
CC(C)NC(=O)CCS(=O)(=O)c1ccc(Br)s1	-4	-4	2.4	0	-11	0	4	6	0
COc1ccc(/C=C2\SC(=O)N(CCn3cnnn3)C2=O)cc1	-5	-34	0.8	9	10	3	3	4	4
COC(=O)c1ccc(N=NNc2ccc(C(=O)OC)cc2)cc1	-21	14	0.4	-15	11	2	-1	4	22
CSc1nnnn1-c1ccc(Cl)cc1	-9	20	0.2	-11	-1	2	4	1	7
Cc1nc(NC(=O)COC(=O)C2=NNC(=O)CC2)c(Cl)cc1Cl	-15	22	0.0	2	-3	2	1	3	12

In the list so far, these contain a nitro group on carbon.
SMILES	S1P4 antag	EP2 mod	S1P4 ag	NPY-Y1 PAM-ag	NPY-Y2 PAM-ag	eIF4E-4G inh	p97 inhibitor	NPY-Y1 antag	PGE2 EP2 inh
COc1ccc(C(C[N+](=O)[O-])C2(c3ccc(OC)c(OC)c3)C(=O)c3ccccc3C2=O)cc1 (stereo unspecified)	12	11	0.1	-2	-9	1	1	7	13
O=C(Nc1cccc([N+](=O)[O-])c1)c1ccccc1	-4	-26	-1.0	5	-6	1	7	.	14
COc1ccc(Oc2ncccc2[N+](=O)[O-])cc1	2	-9	-0.1	-10	-14	1	-4	.	7
Cc1nn(C(C)C(=O)NNC(=S)Nc2ccc(Cl)cc2)c(C)c1[N+](=O)[O-] (stereo unspecified)	-11	-7	-2.7	-11	-4	2	-3	4	5

Going on with the list.
SMILES	S1P4 antag	EP2 mod	S1P4 ag	NPY-Y1 PAM-ag	NPY-Y2 PAM-ag	eIF4E-4G inh	p97 inhibitor	NPY-Y1 antag	PGE2 EP2 inh
O=C(N/N=C/c1cccs1)c1cnccn1	-13	7	0.4	-11	-3	-2	2	5	-1
Cc1cccc(OCC(=O)Nc2nonc2NC(=O)COc2cccc(C)c2)c1	-17	-9	-0.6	-18	5	-5	2	6	3
COc1cc(C(=O)NCCCNc2nc3cc(C)c(C)cc3cc2C#N)cc(OC)c1OC	-9	-12	0.7	-24	-30	1	-2	-1	4
O=C(CSc1nnc(-c2ccccc2)o1)N1CCOCC1	-27	1	0.6	22	0	-3	1	0	9
CCc1ccc(CNCc2cccnc2)cc1	15	2	0.1	-4	10	-10	3	3	14
O=C(N=C1N=C2C=CC(Br)=CN2Cc2ccccc21)c1ccc([N+](=O)[O-])cc1[N+](=O)[O-]	23	-28	-0.2	13	-8	-5	0	.	9
Oc1cccc(/C=N/N(Cc2ccccc2)c2ccccc2)c1	0	52	0.2	15	13	4	3	-2	20
O=C(Nc1cccnc1)C1CCN(S(=O)(=O)c2cccc3nonc23)CC1	2	7	0.4	6	6	-1	7	4	26
O=C(O)c1ccccc1C(=O)c1ccc(Sc2ccc(Cl)cc2)c([N+](=O)[O-])c1	4	12	2.2	10	21	2	-2	.	13
COc1ccc(/C=N/NC2=NCCCCC2)cc1	-1	-22	-3.8	-7	-22	0[fluorescence artefact?]	0	7	8
Cc1ccc(/C=N/N=C2\SCC(=O)N2CC2CC2)cc1	6	28	-0.1	-13	-3	0	3	.	15
Cc1cc(C(=O)Nc2cccc(C(=O)O)c2)oc1C	-18	22	-0.6	3	20	-3	3	-1	7
CC(C)Cn1c(N)c(C(=O)COC(=O)c2ccc([N+](=O)[O-])o2)c(=O)n(C)c1=O	9	-87	1.0	-3	-10	5	4	4	16
C#CCOCCOCCOCCNc1nc(N2CCN(C(=O)[C@H](C(C)C)n3cc(CCO)nn3)CC2)nc(N2CCN(C(=O)[C@H]([C@@H](C)CC)n3cc(CCCCN)nn3)CC2)n1	7	1	1.8	-21	0	3[fluorescence artefact?]	-2	3	-1
CCOC(=O)Cn1nnnc1C(CC)N(Cc1cccs1)Cc1cc2ccc(OC)cc2[nH]c1=O (stereo unspecified)	-12	58	-0.1	-48	-45	-7	-2	5	16
CCOC(=O)CN1C(=O)SC(CC(=O)Nc2nccs2)C1=O (stereo unspecified)	0	27	1.1	2	-10	2	0	4	-5
CCSc1nnc(NC(=O)[C@@H](NC(=O)c2cc(OC)cc(OC)c2)C(C)C)s1	-11	35	1.4	-13	-12	1	2	2	4
Cc1cc(C)c(C#N)c(Nc2ccccc2Cl)n1	-29	34	1.8	-1	-6	1	1	7	16
COc1ccc(-n2ncc3c(SCC(=O)N4CCN(c5ccccc5OC)CC4)ncnc32)cc1	7	10&-5	-3.6	-2	-13	1	2	-1	4&14
Cc1cc(NC(=O)CSc2nc3c(c(=O)n2-c2ccccc2)SC(C)C3)no1 (stereo unspecified)	1	3	-1.3	1	-3	1	4	2	12
O=c1c(Cc2ccccc2)c(O)ccn1CCc1cnc[nH]1	-9	18	-1.3	-7	4	3	11	6	5
CCc1ccc(NC(=O)C2CC(=O)Nc3ncnn32)cc1 (stereo unspecified)	-12	12	1.3	9	6	2	-3	2	5

An excerpt; the hit share may differ from the screen's.
